DAX1 inh-1: inhibitors of DAX1 repression of SF-1 activated StAR promoter; actives 1.1% (n = 370,000); AID 652010; inhibition, % at 6.8 µM; HEK293T StAR-luciferase reporter, SF-1/DAX-1 repression relief;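 active = inhibition above the mean over all tested compounds plus 3 SD, cut at about 3.6% in these data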;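 also: 0% = DAX-1 cells with DMSO and 100% = cells lacking DAX-1 with DMSO; higher inhibition means more luminescence from relief of DAX-1 repression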
GAA850 FXN act: activators of GAA850 frataxin (FXN) promoter. HEK293 lucGAA850 FXN promoter luciferase reporter, 24 h; percent of 10 µM SAHA response. activation, % at 6 µM. actives 0.56% (n = 360,000). AID 540364;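 active = activation above the average of all compounds screened plus 3 SD, cutoff fixed separately per campaign, cut at about 7.5% in these data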;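 also: 0% = DMSO wells and 100% = 10 µM SAHA wells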
SMARCA2 activ: activators of SMARCA2 function; MG213 cells, MMTV-luciferase reporter, dexamethasone, overnight; activation, % at 9.1 µM; actives 1% (n = 370,000); in the data active = activation above about 7.8%;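 also: 0% = vehicle wells and 100% = reference activator wells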
GC-A act: GC-A (human) enzyme activation; HEK293 GC-A cells, cGMP TR-FRET, EC30 ANP; 0% at EC30 ANP, 100% saturating ANP; activation, % at 10 µM; actives 0.14% (n = 370,000); AID 1671463; in the data active = activation above about 40%
ssDAF12 agonist: activates DAF-12 receptor from parasite S. stercoralis | HEK293 ssDAF-12/GRIP1 lit1-tk-luc reporter, luminescence; % of 3 µM dafachronic acid response | activation, % at 6.8 µM | actives 1% (n = 370,000) | AID 652126;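 active = activation above the mean over all tested compounds plus 3 SD, cut at about 0.9% in these data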;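 also: 0% = DMSO-only wells and 100% = 3 µM delta7-dafachronic acid wells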
DAX1 inh-2: NR0B1 (DAX1) inhibition; P51843; HEK293 Gal4-DAX1 luciferase reporter, luminescence; inhibition, % at 6.75 µM; actives 0.99% (n = 340,000); AID 504766;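 active = inhibition above the mean over all tested compounds plus 3 SD, cut at about 4.2% in these data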;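 also: 0% = DAX1-transfected cells with DMSO and 100% = empty-vector control cells with DMSO; inhibition shows as a rise in luminescence from relieved DAX1 repression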
Target sequence (P51843 207-470 limits assumed): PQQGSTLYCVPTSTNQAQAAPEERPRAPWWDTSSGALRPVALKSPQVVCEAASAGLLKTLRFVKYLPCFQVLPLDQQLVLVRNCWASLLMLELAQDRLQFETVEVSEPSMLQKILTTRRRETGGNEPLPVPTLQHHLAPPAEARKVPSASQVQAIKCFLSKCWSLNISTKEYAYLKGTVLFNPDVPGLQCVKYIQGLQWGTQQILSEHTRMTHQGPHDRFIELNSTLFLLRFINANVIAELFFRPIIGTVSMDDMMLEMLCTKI
PG9 Ab binder: small molecules binding HIV-1 gp120 antibody PG9; TR-FRET gp120-PG9 antibody binding; inhibition, % at 6.7 µM; actives 0.43% (n = 360,000); AID 624416; in the data active = inhibition above about 8.5%
hcDAF-12 act: activators of H. contortus DAF-12 nuclear receptor. actives 1.4% (n = 370,000). AID 652067. activation, % at 6.8 µM. HEK293 hcDAF-12 lit1-tk-luc reporter, luminescence; 0% DMSO, 100% Δ7-dafachronic acid;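 active = activation above the mean of all tested compounds plus 3 SD, cut at about 5.5% in these data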;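 also: 100% = response to 3 µM Δ7-dafachronic acid high control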
ADAM17 inh: inhibits human ADAM17. recombinant ADAM17, EDANS/DABCYL FRET peptide cleavage. actives 0.83% (n = 370,000). AID 720648. inhibition, % at 6.95 µM;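 active = inhibition above the mean of compounds lying between control limits plus 3 SD, set per campaign, cut at about 8.5% in these data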;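 also: 0% = DMSO-only wells as the low control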
Target sequence (P78536 215-824 limits assumed): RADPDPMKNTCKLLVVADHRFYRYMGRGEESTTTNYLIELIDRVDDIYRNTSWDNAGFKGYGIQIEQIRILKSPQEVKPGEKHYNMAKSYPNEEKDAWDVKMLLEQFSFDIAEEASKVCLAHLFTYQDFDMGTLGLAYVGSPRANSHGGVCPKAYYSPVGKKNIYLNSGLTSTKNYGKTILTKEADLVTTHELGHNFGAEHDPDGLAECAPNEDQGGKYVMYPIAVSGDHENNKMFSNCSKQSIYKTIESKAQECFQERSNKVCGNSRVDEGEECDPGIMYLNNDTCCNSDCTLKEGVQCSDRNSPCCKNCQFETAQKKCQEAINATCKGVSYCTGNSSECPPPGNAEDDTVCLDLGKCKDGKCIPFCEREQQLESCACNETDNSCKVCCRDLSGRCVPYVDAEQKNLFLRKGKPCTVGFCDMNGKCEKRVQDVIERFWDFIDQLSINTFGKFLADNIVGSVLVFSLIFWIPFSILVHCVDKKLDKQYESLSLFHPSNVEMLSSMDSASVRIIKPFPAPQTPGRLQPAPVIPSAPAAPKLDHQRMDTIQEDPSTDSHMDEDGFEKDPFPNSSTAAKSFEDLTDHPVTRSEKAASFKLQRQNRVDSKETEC
hgDAF-12 ag: hgDAF-12 agonism, primary luciferase screen; HEK293 GAL4-hgDAF12 UAS-luciferase reporter, agonist luminescence; normalized to butyrate control; activation, % at 6.8 µM; actives 1.8% (n = 370,000);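 active = activation above a cutoff set at the mean of all screened compounds plus 3 SD, cut at about 10% in these data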;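 also: 0% = DMSO wells and 100% = sodium butyrate wells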
ADAM10 inh: inhibitors of human ADAM10 | O14672 | recombinant ADAM10, EDANS/DABCYL FRET peptide cleavage, 3 h | inhibition, % at 7 µM | actives 0.62% (n = 370,000) | AID 720582;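 active = inhibition above a per-campaign cutoff equal to the mean of compounds falling between control-based bounds plus 3 SD, cut at about 20% in these data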;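 also: 0% = DMSO wells while the 100% control is not disclosed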
An asterisk follows results filed as active.

Screening CCOC(=O)CSc1nnc(NC(=O)c2cccc(S(=O)(=O)N3CCCC3)c2)s1 returned DAX1 inh-1 -0.1, GAA850 FXN act -2.5, SMARCA2 activ -2.5, GC-A act -0.1, ssDAF12 agonist -1.0, DAX1 inh-2 0.1, PG9 Ab binder -2.9, hcDAF-12 act -1.4, ADAM17 inh 4.1, hgDAF-12 ag -0.8 and ADAM10 inh 9.7.
For Cc1ccc(C)c(NC(=S)NCCc2c[nH]c3ccccc23)c1 the results were DAX1 inh-1 -0.3, GAA850 FXN act 1.0, SMARCA2 activ -5.2, GC-A act -8.5, ssDAF12 agonist -1.9, DAX1 inh-2 0.1, PG9 Ab binder -0.2, hcDAF-12 act 0.2, ADAM17 inh -23.7, hgDAF-12 ag -0.6 and ADAM10 inh 2.6.
Screening Cc1ccc(-c2nc3ccccc3o2)cc1NC(=S)NC(=O)/C=C/c1ccco1 returned DAX1 inh-1 -0.1, GAA850 FXN act 3.4, SMARCA2 activ 0.0, GC-A act 1.2, ssDAF12 agonist -0.7, DAX1 inh-2 1.8, PG9 Ab binder -0.2, hcDAF-12 act 0.4, ADAM17 inh -4.0, hgDAF-12 ag 3.9 and ADAM10 inh -1.4.
For COc1ccc2c(c1)CCCN2C(=O)C1CCCN(S(=O)(=O)c2cccc3ccccc23)C1 (stereo not given) the results were DAX1 inh-1 0.6, SMARCA2 activ -6.8, GC-A act -6.0, ssDAF12 agonist -2.0, hcDAF-12 act -4.8, ADAM17 inh 3.9, hgDAF-12 ag -5.1 and ADAM10 inh 11.7.
Screening CS(=O)(=O)N1CCC(C(=O)Nc2cccc(Br)c2)CC1 returned DAX1 inh-1 0.2, GAA850 FXN act 0.8, SMARCA2 activ -1.7, GC-A act -2.0, ssDAF12 agonist -0.7, DAX1 inh-2 -0.7, PG9 Ab binder 0.5, hcDAF-12 act -1.5, ADAM17 inh -1.5, hgDAF-12 ag -1.7 and ADAM10 inh -0.2.
COc1ccc(N(CC(=O)NCC2CCCO2)C(=O)CCC(=O)Nc2cc(C)on2)cc1OC (stereo not given) was read as DAX1 inh-1 0.0, GAA850 FXN act -1.2, SMARCA2 activ -3.3, GC-A act 5.5, ssDAF12 agonist -0.6, DAX1 inh-2 0.2, PG9 Ab binder -0.6, hcDAF-12 act 0.4, ADAM17 inh -1.1, hgDAF-12 ag -0.1 and ADAM10 inh -0.8.
`CCOc1ccc(CN2C(=O)CC(=O)N(S(=O)(=O)c3ccc(OCC)cc3)C2=O)cc1` gave DAX1 inh-1 0.2, GAA850 FXN act -0.3, SMARCA2 activ 6.0, GC-A act 0.9, ssDAF12 agonist -1.3, DAX1 inh-2 -2.1, PG9 Ab binder 0.7, hcDAF-12 act -0.2, ADAM17 inh 0.1, hgDAF-12 ag 1.8 and ADAM10 inh 1.6.
Screening O=C(O)c1sccc1SCc1ccc(Cl)c(Cl)c1 returned DAX1 inh-1 0.5, GAA850 FXN act 0.5, SMARCA2 activ 1.3, GC-A act 3.6, ssDAF12 agonist -1.4, DAX1 inh-2 1.7, PG9 Ab binder -0.8, hcDAF-12 act -1.0, ADAM17 inh -3.5, hgDAF-12 ag -0.1 and ADAM10 inh -9.1.
O=C(COc1ccc2ccccc2c1CN1CCOCC1)N1CCc2ccccc21 was read as DAX1 inh-1 -0.8, GAA850 FXN act -2.7, SMARCA2 activ -5.1, GC-A act -5.8, ssDAF12 agonist -1.5, DAX1 inh-2 -0.4, PG9 Ab binder -2.1, hcDAF-12 act -1.4, ADAM17 inh -0.1, hgDAF-12 ag -1.2 and ADAM10 inh 0.7.
Screening O=C1C=C(Nc2ccc(Cl)cc2Cl)CC(c2ccco2)C1 (stereo not given) returned DAX1 inh-1 -1.0, GAA850 FXN act -2.8, SMARCA2 activ 1.2, GC-A act -9.4, ssDAF12 agonist -1.6, DAX1 inh-2 -0.2, PG9 Ab binder -0.9, hcDAF-12 act -0.2, ADAM17 inh 1.9, hgDAF-12 ag 3.0 and ADAM10 inh 5.4.
`CCOC(=O)c1c(C)[nH]c(C(=O)OCC(=O)N2CC(C)OC(C)C2)c1C` (stereo not given) gave DAX1 inh-1 0.7, GAA850 FXN act 1.4, SMARCA2 activ -0.9, GC-A act -0.3, ssDAF12 agonist -1.2, DAX1 inh-2 -1.2, PG9 Ab binder -0.3, hcDAF-12 act -0.2, ADAM17 inh -0.7, hgDAF-12 ag -0.6 and ADAM10 inh -20.2.
`Cc1ccc(OCC(=O)N(C)Cc2ccccc2)c([N+](=O)[O-])n1` gave DAX1 inh-1 -0.3, GAA850 FXN act 2.0, SMARCA2 activ -1.7, GC-A act 3.9, ssDAF12 agonist -0.8, DAX1 inh-2 0.0, PG9 Ab binder -0.8, hcDAF-12 act 1.7, ADAM17 inh -0.7, hgDAF-12 ag 0.2 and ADAM10 inh -7.7.
O=C(NNc1ccccn1)c1ccc(Cl)nc1 was read as DAX1 inh-1 0.0, GAA850 FXN act -1.1, SMARCA2 activ 1.0, GC-A act 0.3, ssDAF12 agonist -1.4, DAX1 inh-2 0.8, PG9 Ab binder -1.1, hcDAF-12 act -1.2, ADAM17 inh 1.5, hgDAF-12 ag -0.3 and ADAM10 inh 3.6.
`O=C(CCSc1ccccc1)Nc1ccccc1Br` gave DAX1 inh-1 1.6, GAA850 FXN act 4.2, SMARCA2 activ 4.7, GC-A act 6.5, ssDAF12 agonist -1.1, DAX1 inh-2 1.4, PG9 Ab binder 1.5, hcDAF-12 act -0.9, ADAM17 inh -4.6, hgDAF-12 ag 6.9 and ADAM10 inh 0.0.
COc1ccc(Cl)c(Cn2c(NCCCN(C)C)nc3c2c(=O)n(C)c(=O)n3C)c1 was read as DAX1 inh-1 -0.5, GAA850 FXN act -0.7, SMARCA2 activ 1.1, GC-A act -1.4, ssDAF12 agonist -0.9, DAX1 inh-2 0.9, PG9 Ab binder -3.7, hcDAF-12 act -1.0, ADAM17 inh -2.8, hgDAF-12 ag 0.1 and ADAM10 inh 4.8.
S=c1[nH]ncn1-c1ccccn1 was read as DAX1 inh-1 0.1, GAA850 FXN act 3.3, SMARCA2 activ -1.8, GC-A act 4.2, ssDAF12 agonist -0.5, DAX1 inh-2 -0.3, PG9 Ab binder -3.0, hcDAF-12 act 4.5, ADAM17 inh -0.1, hgDAF-12 ag 2.8 and ADAM10 inh 5.3.
`COc1cc([N+](=O)[O-])cc(/C=N/N(CCC#N)C(C)=O)c1O` gave DAX1 inh-1 -0.1, GAA850 FXN act 0.5, SMARCA2 activ -0.6, GC-A act -2.9, ssDAF12 agonist -0.9, DAX1 inh-2 0.0, PG9 Ab binder -2.5, hcDAF-12 act -0.8, ADAM17 inh -3.9, hgDAF-12 ag 0.1 and ADAM10 inh 1.6.
`O=C(CNC(=O)c1ccccc1)OCc1cccc(Br)c1` gave DAX1 inh-1 -0.4, GAA850 FXN act 0.3, SMARCA2 activ -1.4, GC-A act 1.8, ssDAF12 agonist -1.3, DAX1 inh-2 -1.0, PG9 Ab binder -4.1, hcDAF-12 act -1.8, ADAM17 inh 4.7, hgDAF-12 ag 0.9 and ADAM10 inh -0.1.
For COc1cc(NC(=O)CN2CCN(c3ccccn3)CC2)cc(OC)c1OC the results were DAX1 inh-1 -0.2, GAA850 FXN act 0.1, SMARCA2 activ -4.2, GC-A act 1.7, ssDAF12 agonist -1.5, DAX1 inh-2 0.4, PG9 Ab binder -1.0, hcDAF-12 act -1.1, ADAM17 inh -1.7, hgDAF-12 ag 2.5 and ADAM10 inh 2.2.
Screening CCOc1ccc(CCNC(=O)Nc2ccccc2C)cc1OCC returned DAX1 inh-1 -0.4, GAA850 FXN act 1.1, SMARCA2 activ -1.9, GC-A act 0.2, ssDAF12 agonist -1.1, DAX1 inh-2 -0.6, PG9 Ab binder -0.7, hcDAF-12 act -2.3, ADAM17 inh -5.8, hgDAF-12 ag -2.9 and ADAM10 inh 0.5.
For Cc1ccc2nc(N3CCN(S(=O)(=O)c4ccc(C)c(Cl)c4)CC3)c(C#N)cc2c1 the results were DAX1 inh-1 -0.1, GAA850 FXN act 3.3, SMARCA2 activ -3.0, GC-A act -1.2, ssDAF12 agonist -0.7, DAX1 inh-2 0.8, PG9 Ab binder -0.5, hcDAF-12 act 1.6, ADAM17 inh -4.6, hgDAF-12 ag 0.3 and ADAM10 inh -9.6.
Screening Cc1cc(C)nc(N2CCN(C(=O)CCC(=O)Nc3nnc(CC(C)C)s3)CC2)n1 returned DAX1 inh-1 1.1, GAA850 FXN act 0.6, SMARCA2 activ 1.4, GC-A act 0.0, ssDAF12 agonist -1.6, DAX1 inh-2 -1.1, PG9 Ab binder -1.7, hcDAF-12 act -0.6, ADAM17 inh 0.2, hgDAF-12 ag -0.1 and ADAM10 inh 4.1.
For CC(C)(CNC(=O)c1cc(-c2ccc(Cl)s2)nc2ccccc12)N1CCOCC1 the results were DAX1 inh-1 0.1, GAA850 FXN act 0.6, SMARCA2 activ -2.9, GC-A act -9.0, ssDAF12 agonist -1.1, DAX1 inh-2 0.2, PG9 Ab binder -0.2, hcDAF-12 act 0.8, ADAM17 inh -133.3, hgDAF-12 ag -1.4 and ADAM10 inh -369.0.
Screening COc1ccc(Nc2ncnc3ccc([N+](=O)[O-])cc23)c(OC)c1 returned DAX1 inh-1 0.3, GAA850 FXN act -1.0, SMARCA2 activ -2.0, GC-A act -2.7, ssDAF12 agonist -1.7, DAX1 inh-2 -1.8, PG9 Ab binder -0.2, hcDAF-12 act -1.8, ADAM17 inh -2.9, hgDAF-12 ag -1.4 and ADAM10 inh -2.9.
Screening COc1ccc(N(C)C(=O)c2cn(CC(C)C)c(=O)c3cc(OC)c(OC)cc23)cc1 returned DAX1 inh-1 -0.3, GAA850 FXN act 0.0, SMARCA2 activ -1.5, GC-A act -9.3, ssDAF12 agonist -1.4, DAX1 inh-2 -0.8, PG9 Ab binder -1.7, hcDAF-12 act -2.5, ADAM17 inh 0.7, hgDAF-12 ag -1.9 and ADAM10 inh -6.8.
For CS(=O)(=O)c1ccc(Cl)c(NC(=O)c2cccc(-n3cnnn3)c2)c1 the results were DAX1 inh-1 -2.4, GAA850 FXN act -5.3, SMARCA2 activ -6.5, GC-A act -2.2, ssDAF12 agonist -1.8, DAX1 inh-2 -1.2, PG9 Ab binder 2.6, hcDAF-12 act -4.7, ADAM17 inh -0.8, hgDAF-12 ag -5.3 and ADAM10 inh 2.8.
`CCN(CC)S(=O)(=O)c1ccc(C(=O)Nc2ccc(OCC(=O)N3CCOCC3)cc2)cc1` gave DAX1 inh-1 -0.1, GAA850 FXN act -1.2, SMARCA2 activ 0.1, GC-A act -2.3, ssDAF12 agonist -0.8, DAX1 inh-2 -1.4, PG9 Ab binder -0.7, hcDAF-12 act -0.3, ADAM17 inh -4.3, hgDAF-12 ag -1.3 and ADAM10 inh 8.8.

Screening results as filed in PubChem.
